# JMJD2A Tudor: blocks the human JMJD2A Tudor domain | AlphaScreen JMJD2A-Tudor / H3K4me3 peptide binding | Potency, µM (series often up to 114 µM), inactives show at the top dose activity change, negative = inhibition, actives largely listed as inhibitors | 390,000 compounds, 4.4% hits | O75164; note: potency is the fitted concentration of half-maximal effect; % is set by controls: 0 for no effect and ±100 for the full control effect; nearly all actives have a fitted effect of over 50% in size
# PI4K2A block: blocks human PI4K2A kinase activity. Q9BTU6. purified PI4K2A, ADP-Glo luminescence, 1 h; stronger effect = lower value. activity change, negative = inhibition, % at 76.9 µM. 420,000 compounds, 0.13% hits; in the data active = activity change below about -50%; inconclusive = mostly about -30% to -49%;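 note: -100% = wells without enzyme as full effect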
#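 ADP-Glo luminescence measured ADP generated by PI4K2A enzyme (4 ug/mL before mixing) with 1.2 mM PI substrate (pre-mix) and 300 microM ATP (pre-mix). Tris pH7.5 buffer with MgCl2, Triton X-100; 1 h reaction at ambient temperature.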
# HP1b chromo inh: blocks HP1-beta chromodomain binding to methylated histone tails | 390,000 compounds, 0.56% hits | AlphaScreen HP1-beta / biotin-H3K9me3 peptide binding | AID 540317 | P83916 | Potency, µM (top dose mostly 114 µM), inactives show top-dose activity change, negative = inhibition, most hits filed as inhibitors; note: potency is the fitted concentration of half-maximal effect; nearly all actives have a fitted effect of over 70% in size; inactives centre near 23
#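 HP1-beta protein (50 nM final) preincubated 30 min at room temperature with biotinylated H3(1-18)K9me3 peptide (50 nM) in PBS pH 7.4, 0.01% Tween-20, then compound added for 30 min. AlphaScreen streptavidin donor/nickel chelate acceptor beads (10 ug/mL final), 30 min dark, luminescence read.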
# BAZ2B inh: inhibitors of human BAZ2B bromodomain; 360,000 compounds, 4.4% hits; AlphaScreen BAZ2B-H3K14Ac peptide displacement; Q9UIF8; Potency, µM (series often up to 114 µM), for inactives: at the top dose activity change, negative = inhibition, hits mostly inhibitors; note: potency is the fitted concentration of half-maximal effect; % is set by controls: 0 for no effect and ±100 for the full control effect; nearly all actives have a fitted effect of over 60% in size
#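 In this displacement format the biotinylated H3(5-23) peptide acetylated at Lys14 serves as ligand at 50 nM, with BAZ2B at 50 nM in PBS pH 7.4 containing 0.01% Tween-20. Donor and acceptor beads are 10 ug/mL final.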
# Tb PGK inh: blocks T. brucei phosphoglycerate kinase. P07378. PGK/GAPDH coupled, Kinase-Glo luminescence, 60 min. Potency, µM (highest dose often 57.5 µM), without a hit: at the top dose activity change, negative = inhibition, usual class: inhibitors. 380,000 compounds, 0.043% hits. AID 602233; note: potency is the fitted concentration of half-maximal effect; % is set by controls: 0 for no effect and ±100 for the full control effect; nearly all actives have a fitted effect of over 60% in size
# Target sequence (P07378 whole entry, looked up): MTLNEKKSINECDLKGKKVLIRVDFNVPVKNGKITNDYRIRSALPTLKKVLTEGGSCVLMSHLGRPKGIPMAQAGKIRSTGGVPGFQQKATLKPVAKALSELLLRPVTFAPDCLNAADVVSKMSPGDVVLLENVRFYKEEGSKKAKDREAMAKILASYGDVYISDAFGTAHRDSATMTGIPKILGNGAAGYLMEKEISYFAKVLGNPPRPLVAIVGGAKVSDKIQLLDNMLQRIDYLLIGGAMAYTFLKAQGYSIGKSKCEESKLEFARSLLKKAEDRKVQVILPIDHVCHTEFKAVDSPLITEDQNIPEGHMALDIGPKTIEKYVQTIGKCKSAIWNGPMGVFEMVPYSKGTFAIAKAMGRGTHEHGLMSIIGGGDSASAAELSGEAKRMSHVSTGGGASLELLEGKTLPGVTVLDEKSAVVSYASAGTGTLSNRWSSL
#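 Recombinant glycosomal PGK reaction used 1,3-bisphosphoglycerate generated in-well by GAPDH (100nM final) in 100mM TEA pH 7.6, 5mM MgCl2, 0.01% Tween-20. After 60 minutes at room temperature, ATP was read by Kinase-Glo Plus luminescence end-point.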
# G9a inh: blocks human histone lysine methyltransferase G9a; G9a H3K9 monomethylation, AlphaScreen, 2 h; 350,000 compounds, 8.8% hits; Q96KQ7; Potency, µM (highest dose often 102 µM), without a hit: top-dose activity, negative = inhibition, most hits filed as inhibitors; note: potency is the fitted concentration of half-maximal effect; % is set by controls: 0 for no effect and ±100 for the full control effect; nearly all actives have a fitted effect of over 75% in size
#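 Readings reflect AlphaScreen signal from monomethyl-H3K9 antibody detection. HMT at 20 nM; substrate b-H3K9 500 nM; cofactor SAM 20 uM; 2 h RT reaction; compounds tested as titrations in qHTS with 15 min preincubation.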
# Pin1 inh: inhibitors of human Pin1; AID 504891; Pin1 FP peptide displacement, HiFluor488, 10 min; Q13526; Potency, µM (series often up to 115 µM), inactives show top-dose activity, negative = inhibition, usual class: inhibitors; 390,000 compounds, 0.009% hits; active = well fitted inhibition curve with a large enough effect in the polarisation, with a control signal flat, not every such curve was filed as active; inconclusive = small, poorly fitted or top-dose-only effect, or effect the other way, or a change in a side signal; inactive = no such curve, though single readings can be large or run the other way; the % refers to the polarisation; note: potency is the fitted concentration of half-maximal effect; % is set by controls: 0 for no effect and ±100 for the full control effect
# Pol eta inh: inhibitors of human DNA polymerase eta; Q9Y253; recombinant Pol eta, fluorescent DNA replication assay; Potency, µM (highest dose often 114 µM), for the others: at the highest dose activity change, negative = inhibition, actives largely listed as inhibitors; 390,000 compounds, 1.2% hits; AID 588591; note: potency is the fitted concentration of half-maximal effect; % is set by controls: 0 for no effect and ±100 for the full control effect
#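 Pol eta (10 nM) was preincubated with compounds for 15 min at room temperature, after which fluorescent replication substrate (50 nM final) was added to start the reaction. Fluorescence was read kinetically at 0 and 10 min.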
# GLS inhibitor: glutaminase GLS (human) inhibition; 410,000 compounds, 0.21% hits; Potency, µM (doses to about 45.5 µM), for inactives: at the top dose activity change, negative = inhibition, usual class: inhibitors; GLS enzymatic activity, qHTS titration; O94925; note: potency is the fitted concentration of half-maximal effect; % is set by controls: 0 for no effect and ±100 for the full control effect
# Target sequence (O94925 whole entry, looked up): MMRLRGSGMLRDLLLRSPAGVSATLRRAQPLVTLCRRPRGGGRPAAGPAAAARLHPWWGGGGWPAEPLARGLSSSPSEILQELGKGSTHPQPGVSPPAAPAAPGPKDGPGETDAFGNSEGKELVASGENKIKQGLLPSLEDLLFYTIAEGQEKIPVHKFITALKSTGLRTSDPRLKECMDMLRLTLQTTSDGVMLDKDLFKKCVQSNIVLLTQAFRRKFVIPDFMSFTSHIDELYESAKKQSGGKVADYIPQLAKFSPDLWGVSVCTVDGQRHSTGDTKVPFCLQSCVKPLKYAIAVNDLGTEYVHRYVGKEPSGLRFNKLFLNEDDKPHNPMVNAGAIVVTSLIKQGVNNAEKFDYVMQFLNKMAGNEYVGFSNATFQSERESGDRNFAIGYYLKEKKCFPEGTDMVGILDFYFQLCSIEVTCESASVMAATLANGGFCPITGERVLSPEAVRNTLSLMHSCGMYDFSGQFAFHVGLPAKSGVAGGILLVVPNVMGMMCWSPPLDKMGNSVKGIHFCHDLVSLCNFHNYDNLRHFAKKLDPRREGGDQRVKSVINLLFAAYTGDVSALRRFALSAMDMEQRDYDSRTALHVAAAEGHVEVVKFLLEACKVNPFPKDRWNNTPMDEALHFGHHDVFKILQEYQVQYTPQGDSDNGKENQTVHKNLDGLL
#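 Enzyme dispensed in phosphate buffer (45 mM, pH 8.2, 0.02% Tween-20), compounds pinned in, then 1 mM L-glutamine solution and the glutamate oxidase–HRP–Amplex Red mix added; fluorescence read immediately and again after 30 min at room temperature.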
# * marks the source's active call; other numbers are inactive results; i = inactive; ? = inconclusive; . = not tested or not shown; [ ] = remark or other dose. Unless noted, calls come from the whole dose curve; as a rule, active = well fitted curve in the direction sought with a large enough effect; inconclusive = small, poorly fitted or top-dose-only effect, or another doubt; inactive = no such curve, though single readings can be large; an effect the other way counts as inactive or inconclusive.
No.	Pol eta inh	Pin1 inh	HP1b chromo inh	G9a inh	BAZ2B inh	Tb PGK inh	JMJD2A Tudor	PI4K2A block	GLS inhibitor	canonical_smiles
1	-16%	0%	12%	6%[59 µM]	2%	-5%	-17%	19	15%	CSc1nn(Cc2cccc(F)c2)c(N(C(C)=O)C(C)=O)c1S(=O)(=O)c1ccccc1
2	-7%	-11%	24%	.	.	9%	-5%	-3	21%	CCCN(CC(=O)Nc1ccccc1OC)C(=O)CNC(=O)c1ccc(C)s1
3	-1%	2%	12%	24%[59 µM]	7%	-5%	-14%	2	7%	Cc1cccc(N2CN(Cc3cccnc3)CNC2=S)c1C
4	-8%	5%	66%[activator]	6%[12.7 µM]	-3%	5%	-8%[57.1 µM]	2	37%[activator]	C/C(CC(O)(/C=N/O)c1ccccc1)=N\O (stereo not given)
5	?	-7%	2%	-44%	56µM*	-20%	-26%	-7	-15%	O=C(N/N=C/c1ccoc1)c1ccccc1
6	7%	-8%	8%	-35%	-5%	.	-17%	-2	0%	CC(C)CNC(=O)c1ccccc1NC(=O)c1ccc(CN2CCOCC2)cc1
7	-11%	45%[activator]	10%	-38%[59 µM]	?	-10%	-19%	-4	2%	O=C(NCc1ccco1)c1ccc2c(c1)N(Cc1ccc(Cl)cc1)C(=O)c1ccccc1S2(=O)=O
8	-21%	-3%	21%	3%	0%	-3%	-12%	-7	1%	O=S(=O)(c1ccc(Cl)cc1)N1CCC(O)(CN2CCN(Cc3ccccc3)CC2)CC1
9	3%	-5%	61%[activator]	7%[12.7 µM]	2%	-6%	-18%	2	1%	O=C(c1cccs1)N1CCN(Cc2nc3ccccc3c(=O)[nH]2)CC1
10	-11%	-1%	45%[activator]	2%	6%	4%	-14%	2	1%	O=c1cc(CNC2CCCCC2)c2ccccc2[nH]1
11	-19%	-2%	32%	3.2µM*	-25%	-1%	7.9µM*	-1	-1%	O=c1c2ccccc2cnn1Cc1n[nH]c(=S)n1-c1ccc(F)c(Cl)c1
12	2%	3%	11%	-29%	-2%	-9%	-15%	4	4%	COC12NC(=O)N(C)C1(OC)C(=O)N(C)C(=O)N2C (stereo not given)

# Other results follow.
No.	Pol eta inh	Pin1 inh	HP1b chromo inh	G9a inh	BAZ2B inh	Tb PGK inh	JMJD2A Tudor	PI4K2A block	GLS inhibitor	canonical_smiles
13	-12%	-2%	31%	-5%[59 µM]	5%	i	-4%	2	-5%	Cc1sc2nc(SCC(=O)NCCO)n(C)c(=O)c2c1C
14	1%	.	.	.	.	-1%	.	-3	-4%	C[C@@H]1CN([C@@H](C)CO)C(=O)CCCn2cc(nn2)CO[C@H]1CN(C)C(=O)c1cc(-c2ccccc2)on1
15	?	-3%	7%	1%[59 µM]	0%	-2%	-8%	0	4%	NC(=O)C1(N2CCCCC2)CCN(C(=O)CSc2nc3ccccc3[nH]2)CC1
16	-10%	6%	8%	?	2%	1%	-12%	-4	11%	COc1ccc(N2CCN(CC(=O)NC(=O)NCc3ccccc3)CC2)cc1
17	-18%	2%	14%	?	-38%	-1%	-33%	1	7%	COc1ccc(-c2cc(C(=O)N3CCN(c4ccccc4O)CC3)c3ccccc3n2)cc1
18	-12%	-7%	23%	-4%	3%	2%	-4%	-4	0%	COc1ccc(S(=O)(=O)N2CCN(c3ccccc3OC)CC2)cc1OC
19	-14%	-1%	14%	.	-13%	-9%	-21%	-5	16%	COc1ccc(C(=O)N/N=C\c2coc3ccc(C)cc3c2=O)cc1
20	-1%	.	.	.	.	3%	.	6	2%	COc1ccccc1NC(=O)N(C)C[C@H]1OCc2cnnn2CCCC(=O)N([C@H](C)CO)C[C@@H]1C
21	-16%	-6%	44%[activator]	0%	-14%	-1%	-13%	4	0%	O=C(NC(=S)NCCC1=CCCCC1)c1ccco1
22	-26%	-1%	10%	0%[59 µM]	-5%	-3%	-1%	1	3%	CCCSc1nc2c(c(=O)[nH]1)C(c1ccc(O)c(OCC)c1)CC(=O)N2 (stereo not given)
23	-13%	-10%	31%	-4%[12.7 µM]	0%	.	-10%	3	-4%	C/C(O)=C\c1nc(=O)c2c(C)cc(C)nc2n1-c1ccccc1
24	-11%	18%	64%[activator]	.	.	1%	24%	3	-3%	O=S1(=O)c2c(F)cccc2O[C@@H](COCc2ccccc2)CN1CCc1ccc(F)cc1

# The list continues:
No.	Pol eta inh	Pin1 inh	HP1b chromo inh	G9a inh	BAZ2B inh	Tb PGK inh	JMJD2A Tudor	PI4K2A block	GLS inhibitor	canonical_smiles
25	-7%	-1%	23%	-6%	-13%	3%	-7%	-7	16%	CC1CCCCN1Cc1c(O)ccc2c(=O)c(-c3ccc(Br)cc3)coc12 (stereo not given)
26	8%	-5%	-1%	12%	0%	-2%	-4%	0	5%	COC(=O)c1ccc(NC(=O)C2CCCN(S(C)(=O)=O)C2)cc1 (stereo not given)
27	-23%	2%	51%[activator]	11%[0.501 µM]	-6%	-3%	7%	2	-9%	CC(NC(=O)c1cc(COc2c(F)cccc2F)on1)c1cnn(-c2ccccc2)c1 (stereo not given)
28	-11%	7%	38%	-7%	-4%	2%	-3%	-1	12%	CN(C)c1nc(Cl)nc(NCCOc2ccccc2)n1
29	2%	6%	28%	-11%[59 µM]	10%	-1%	-11%	3	3%	CN(CC(=O)Nc1ccc(OC(F)(F)F)cc1)C(=O)Cn1c(=O)cnc2ccccc21
30	6%	-7%	4%	-5%[59 µM]	-1%	-3%	-15%	0	-7%	O=C(NC1CC(=O)N(c2ccc(Cl)cc2)C1)C(=O)c1c[nH]c2ccccc12 (stereo not given)
31	-4%	?	22%	6%	-14%	4%	-20%	-1	7%	CCS(=O)(=O)c1nc(S(=O)(=O)c2ccc(Cl)cc2)c(N2CCCC2)s1
32	-10%	-6%	71µM*	13µM*	56µM*	-4%	40µM*	-3	-7%	OCCCNCc1ccc(N(c2ccccc2)c2ccccc2)cc1
33	12%	?	13%	7%	5%	-1%	-25%	2	9%	CC1(C)CC2CC(C)(CN2C(=O)C23CCC(C)(C(=O)O2)C3(C)C)C1 (stereo not given)
34	-11%	3%	33%	-13%[59 µM]	-34%	i	-4%	0	2%	COc1ccc(N2CCN(C(=O)C3(C)CC3(Cl)Cl)CC2)cc1 (stereo not given)
35	-4%	-2%	27%	?	-10%	-7%	-14%	-3	-1%	CC(C)CCN1C(=O)CC(NNC(=O)c2ccc(S(=O)(=O)N3CCCC3)cc2)C1=O (stereo not given)
36	-6%	-1%	31%[activator]	11%[59 µM]	-10%	i	-10%	-4	-2%	COc1cccc(C(=O)NC(=O)Nc2ccc(-c3cc(C(F)(F)F)nn3-c3ccccc3)cc2)c1

# Next section:
No.	Pol eta inh	Pin1 inh	HP1b chromo inh	G9a inh	BAZ2B inh	Tb PGK inh	JMJD2A Tudor	PI4K2A block	GLS inhibitor	canonical_smiles
37	-4%	-2%	42%[activator]	.	.	i	-20%	-4	0%	COc1ccc2[nH]c3c(c2c1)CCN1C(=O)C(CC(=O)NCCCn2ccnc2)C[C@H](C(=O)N2CCCCC2)[C@@]31C (stereo not given in full)
38	-11%	-6%	35%	18%[59 µM]	-6%	i	-14%	-1	-6%	O=C(Nc1cc(Cl)ccc1N1CCOCC1)c1cnccn1
39	-14%	-4%	21%	49%[activator]	-12%	i	-11%	-4	-9%	O=C(CCN1CCOCC1)NC1CCCN(Cc2ccccc2F)C1 (stereo not given)
40	.	-5%	8%	-50%[59 µM]	?	.	-23%	-3	-7%	CC1=C(C(=O)N2CCN(c3ccc(Cl)cc3)CC2)C2(CCC(C)CC2)OC1=O (stereo not given)
41	-10%	4%	12%	?	?	-10%	-16%	3	-4%	CCOc1ccc(NC(=O)c2ccco2)cc1S(=O)(=O)N1CCCC1
42	-20%	-5%	17%	-26%	-24%	-2%	-8%	-6	11%	CCOc1ccc(C(=O)NCC(=O)N2CCC3CCCCC3C2)cc1OCC (stereo not given)
43	-19%	-2%	33%	13%[59 µM]	-5%	-2%	-14%	-7	1%	CCOC(=O)c1c(NC(=O)Cc2cccs2)sc(C(=O)N2CCCCC2)c1C
44	-10%	-13%	46%[activator]	?	-13%	-3%	-4%	1	4%	CN(C(=O)CC1C(=O)NCCN1Cc1cccc(F)c1F)C1CCOCC1 (stereo not given)
45	-19%	-1%	19%	.	1%	-4%	-17%	1	-12%	CCCCC(CC)C1OCC(CN2CCCCC2)O1 (stereo not given)

# Full records as entered above.
# O=S1(=O)c2c(F)cccc2O[C@@H](COCc2ccccc2)CN1CCc1ccc(F)cc1 is entered as Pol eta inh = -11%; Pin1 inh = 18%; HP1b chromo inh = 64%[activator]; G9a inh = .; BAZ2B inh = .; Tb PGK inh = 1%; JMJD2A Tudor = 24%; PI4K2A block = 3; GLS inhibitor = -3%
# COc1ccc(C(=O)N/N=C\c2coc3ccc(C)cc3c2=O)cc1 is entered as Pol eta inh = -14%; Pin1 inh = -1%; HP1b chromo inh = 14%; G9a inh = .; BAZ2B inh = -13%; Tb PGK inh = -9%; JMJD2A Tudor = -21%; PI4K2A block = -5; GLS inhibitor = 16%
# CN(C)c1nc(Cl)nc(NCCOc2ccccc2)n1 is entered as Pol eta inh = -11%; Pin1 inh = 7%; HP1b chromo inh = 38%; G9a inh = -7%; BAZ2B inh = -4%; Tb PGK inh = 2%; JMJD2A Tudor = -3%; PI4K2A block = -1; GLS inhibitor = 12%

# Screening data as filed in PubChem.

# This is a subset; rates above refer to the full screens.
